LmPK inhibitor: LmPK (Leishmania mexicana) enzyme inhibition | AID 1721 | purified LmPK, Kinase-Glo ATP luminescence, 1 h | Potency, µM (highest dose often 57.5 µM), for inactives: at the top dose activity change, negative = inhibition, most hits filed as inhibitors | 290,000 tested, 0.37% active | Q27686; also: potency is read from the fitted curve at half-maximal effect; % is scaled to controls: 0 for no effect and ±100 for the full control effect
Target sequence (Q27686 whole entry, looked up): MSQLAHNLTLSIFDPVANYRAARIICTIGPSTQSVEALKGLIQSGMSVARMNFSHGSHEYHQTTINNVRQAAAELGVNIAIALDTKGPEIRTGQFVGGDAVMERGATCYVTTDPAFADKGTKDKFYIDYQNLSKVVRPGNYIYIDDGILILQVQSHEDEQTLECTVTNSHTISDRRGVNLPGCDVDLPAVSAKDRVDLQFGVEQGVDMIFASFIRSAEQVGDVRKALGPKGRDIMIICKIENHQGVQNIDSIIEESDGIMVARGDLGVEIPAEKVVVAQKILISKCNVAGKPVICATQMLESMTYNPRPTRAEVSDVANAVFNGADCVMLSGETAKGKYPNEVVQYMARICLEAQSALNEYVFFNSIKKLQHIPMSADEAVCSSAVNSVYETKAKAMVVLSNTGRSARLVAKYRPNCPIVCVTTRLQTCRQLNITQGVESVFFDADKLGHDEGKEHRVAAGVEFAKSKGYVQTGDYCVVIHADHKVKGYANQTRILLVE
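qHTS format; LmPK 0.1 nM; substrates PEP 0.5 mM and ADP 0.1 mM. One-hour room-temperature incubation, then coupled luciferase luminescence; 0.5 nM enzyme wells mark activation.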
CHX counter: affects cycloheximide protein synthesis inhibition readout, counter-screen. cell reporter, cycloheximide protein synthesis inhibition counterscreen. max response, %. 300,000 tested, 12% active; in the data active = max response mostly above about 13%, no sharp cut-off; inactive = mostly below about 14%; also: read at 38.3 µM for the half of the compounds with a filed dose; 0% is about no effect
Pf growth 48h: P. falciparum growth inhibition at 48 hours (one generation); P. falciparum luciferase growth in erythrocytes, 48 h; Potency, µM (titrated, usually from 28.7 µM), for the others: at the top dose activity change, negative = inhibition, most hits filed as inhibitors; 310,000 tested, 5.9% active; AID 504832; also: potency is read from the fitted curve at half-maximal effect; % is scaled to controls: 0 for no effect and ±100 for the full control effect
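Luciferase-expressing parasites in RBCs, 2% Hct / 0.1% parasitemia final; RPMI 1640 + 0.5% Albumax; 37 C, 5% CO2, one generation; luminescence read-out, lower signal = inhibition.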
Shiga inhibitor: inhibitors of Shiga toxin in Vero cells. Vero cells, Shiga toxin protein synthesis inhibition reporter. inhibition, % at 38.7 µM. 290,000 tested, 9.2% active; in the data active = inhibition mostly above about 28%, no sharp cut-off; inactive = mostly below about 43%; also: 0% is about no effect
Pf growth 96h: P. falciparum growth inhibition at 96 hours | P. falciparum luciferase reporter growth, 96 h | AID 504834 | 320,000 tested, 6.9% active | Potency, µM (top dose mostly 28.7 µM), without a hit: top-dose activity change, negative = inhibition, hits mostly inhibitors; also: potency is read from the fitted curve at half-maximal effect; % is scaled to controls: 0 for no effect and ±100 for the full control effect
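Readout is luminescence from an integrated firefly luciferase in P. falciparum. Red cells, 2% hematocrit and 0.05% parasitemia final, were cultured with compound through two parasite generations (96 hours) at 37 C, 5% CO2.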
Tb PYK inh: inhibitors of Trypanosoma brucei pyruvate kinase. TbPYK enzyme, Kinase-Glo Plus ATP luminescence, 45 min. Potency, µM (titrated, usually from 76.8 µM), for inactives: at the highest dose activity, negative = inhibition, actives largely listed as inhibitors. 410,000 tested, 0.12% active. AID 624173; also: potency is read from the fitted curve at half-maximal effect; % is scaled to controls: 0 for no effect and ±100 for the full control effect; nearly all actives have a fitted effect of over 50% in size
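Glycolytic pyruvate kinase of T. brucei was incubated with substrate, test compound and 130 uM ADP for 45 minutes at room temperature. Luminescent Kinase-Glo Plus signal was measured after 10 minutes.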
AmpC no deterg: blocks E. coli AmpC beta-lactamase in detergent-free assay | AmpC nitrocefin hydrolysis, absorbance 480 nm, 0.0001% Triton | Potency, µM (doses to about 57.1 µM), inactives show at the highest dose activity change, negative = inhibition, most hits filed as inhibitors | 330,000 tested, 0.52% active;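 also: potency is read from the fitted curve at half-maximal effect; plate controls were no compound for no effect and no enzyme for full effect; nearly all actives have a fitted effect of over 20% in size; some results filed as inactive show a strong effect at the top dose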
Target sequence (P00811 whole entry, looked up): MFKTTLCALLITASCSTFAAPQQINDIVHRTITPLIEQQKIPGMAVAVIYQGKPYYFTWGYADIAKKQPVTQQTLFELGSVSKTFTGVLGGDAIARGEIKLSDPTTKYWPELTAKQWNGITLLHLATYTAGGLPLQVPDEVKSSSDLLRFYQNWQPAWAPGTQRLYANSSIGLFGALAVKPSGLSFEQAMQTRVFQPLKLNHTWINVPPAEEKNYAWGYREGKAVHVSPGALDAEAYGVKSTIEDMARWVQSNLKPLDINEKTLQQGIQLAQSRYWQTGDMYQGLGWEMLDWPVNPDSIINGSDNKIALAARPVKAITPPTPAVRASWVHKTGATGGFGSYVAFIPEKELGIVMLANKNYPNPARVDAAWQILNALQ
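20 mM phosphate pH 7.0 + 0.01% (detergent screen) or 0.0001% Triton X-100; 5.3 nM AmpC reagent; cpd preinc 15 min RT; nitrocefin (800 uM stock) to start; A480 q20 s × 4 min; Activity was normalised to no-enzyme and no-compound control wells.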
An asterisk follows results filed as active; ? = inconclusive; · = no result given; [ ] = dose if it differs, or a comment. Unless noted, calls follow the shape of the dose curve; as a rule, active = well fitted curve in the direction sought with a large enough effect; inconclusive = small, poorly fitted or top-dose-only effect, or another doubt; inactive = no such curve, though single readings can be large; an effect the other way counts as inactive or inconclusive.

Value order: LmPK inhibitor | CHX counter | Pf growth 48h | Shiga inhibitor | Pf growth 96h | Tb PYK inh | AmpC no deterg
Cc1nc2cc(NC(=O)c3ccco3)ccc2n1C
  -19% | 24* | 112%[activator] | 19 | 132%[activator] | -15% | -7%
O=C(Nc1cccc2ncccc12)C12CC3CC(CC(C3)C1)C2
  3% | -2 | · | -26 | ? | -4% | 0%
CC(=O)Nc1ccccc1N(CC(O)Cn1c2ccccc2c2ccccc21)S(=O)(=O)c1ccc(C)cc1 (centres undefined)
  0% | -2 | ? | -6 | ? | 0% | 87%[activator]
Cc1cc(NC(=O)C(=O)c2cn(C)c3ccccc23)no1
  6% | 18* | 49%[activator] | 42 | -8% | 2% | -4%
COc1ccc(CCN2CC(C(=O)NCCc3cccc(F)c3)CCC2=O)cc1 (centres undefined)
  -10% | 1 | 0% | -1 | 12% | 6% | 40%
CN(C(=O)OCc1ccccc1)C(CC(N)=O)C(=O)O (centres undefined)
  0% | 6 | 30%[activator] | 43 | 36% | 1% | -18%
CCN(CC)C(=O)c1ccc(-c2nnc(Nc3ccc(O)cc3)c3ccccc23)cc1
  1% | 3 | ? | · | 7% | -1% | -27%
N#C[C@@H]1[C@@H]2C(=O)N(c3ccc4c(c3)OCCO4)C(=O)[C@@H]2C2c3ccccc3C=CN21 (some centres undefined)
  7% | 16 | ? | 30* | 17% | · | -19%
Cc1c(C(=O)N2CCC(C)CC2)sc2ncnc(N3CCN(c4ccccc4)CC3)c12
  4% | 11 | 0% | 15 | 38%[activator] | 1% | -13%
CCOC(=O)/C(C#N)=N/Nc1ccccc1C(=O)O
  -3% | -3 | ? | 1 | 10µM* | -3% | -7%
C[C@@H](C(=O)NCCc1c[nH]c2ccccc12)[C@H]1C[C@]1(C)[C@H](NC(=O)OCc1ccccc1)c1ccccc1
  2% | -2 | 13µM* | -13 | 9.3µM* | -4% | 10%
O=C(CN1CCC(C(=O)c2ccc(F)cc2)CC1)NCc1ccccc1F
  -2% | -3 | -25% | 15 | 6.6µM* | 11% | 43%
O=C(Nc1ccc(N2CCCC2)cc1)c1cc([N+](=O)[O-])ccc1N1CCOCC1
  5% | 5 | -10% | -3 | 21% | ? | -10%
Cc1ccc(/C(O)=C2/C(=O)C(=O)N(CCN3CCOCC3)C2c2cccnc2)cc1 (centres undefined)
  -3% | -2 | 5% | 12 | ? | -10% | -26%
Cn1c(=O)c2c(ncn2CCc2ccccc2)n(C)c1=O
  1% | -1 | 24% | 14 | 33%[activator] | -1% | 0%
O=C(CCNC(=O)OCc1ccccc1)NC1CCCCCC1
  -4% | -2 | ? | -9 | -36% | -3% | -2%
CC(OC(=O)c1ccc(C#N)cc1)C(=O)Nc1ccc(Cl)cn1 (centres undefined)
  · | · | ? | · | 3% | -12% | -24%
COc1ccc(/C=N/NC(=O)c2nc(-c3ccccc3)cc(-c3ccccc3)n2)cc1O
  0% | 29* | ? | 11 | ? | 0% | -10%
O=C(COc1ccc(F)cc1)N1CCC(Cc2ccccc2)CC1
  0% | 14* | ? | 52 | -10% | 6% | 30%
Cc1ccc(C(=O)CCCn2nnc(-c3cccnc3)n2)cc1C
  2% | -2 | 7% | -10 | ? | -3% | -1%

2 consecutive compounds from above:
Value order: LmPK inhibitor | CHX counter | Pf growth 48h | Shiga inhibitor | Pf growth 96h | Tb PYK inh | AmpC no deterg
CN(C(=O)OCc1ccccc1)C(CC(N)=O)C(=O)O (centres undefined)
  0% | 6 | 30%[activator] | 43 | 36% | 1% | -18%
CCN(CC)C(=O)c1ccc(-c2nnc(Nc3ccc(O)cc3)c3ccccc23)cc1
  1% | 3 | ? | · | 7% | -1% | -27%

Carrying on.
Value order: LmPK inhibitor | CHX counter | Pf growth 48h | Shiga inhibitor | Pf growth 96h | Tb PYK inh | AmpC no deterg
CCOC(=O)c1ccc(NS(=O)C23CC4CC(CC(C4)C2)C3)cc1 (centres undefined)
  2% | 2 | 27% | -3 | 9% | -11% | -24%
CN(C)[C@@H]1C(=O)C(C(N)=O)=C(O)[C@]2(O)C(=O)C3=C(O)c4c(O)ccc(Cl)c4[C@](C)(O)[C@H]3C[C@@H]12
  · | · | -15%[12.8 µM] | · | ? | -8%[33.2 µM] | ·
COc1ccc(N2CCc3c(C)nc(SC)nc32)cc1
  3% | 1 | 3% | -5 | 2% | -2% | -2%
CCCCCCCC(=O)NC(Nc1ccccc1OC)C(Cl)(Cl)Cl (centres undefined)
  6% | 2 | ? | -18 | -7% | 3% | -25%
CCOc1cc(C#N)ccc1OCC(=O)N1CCN(C(=O)c2cccs2)CC1
  · | · | ? | · | -30% | -4% | -3%
CCc1ccc(NC(=O)CSc2nc3ncc(Br)cc3[nH]2)cc1
  2% | -3 | 22% | 3 | -2% | 2% | -37%
O=C(CSc1nnc(CNC(=O)c2ccccc2)o1)c1ccccc1
  -4% | -1 | 3% | -3 | 41%[activator] | -2% | -15%
CCOC(=O)C(C)Sc1nnc(Cc2cc(=O)[nH]c(=O)[nH]2)n1-c1ccc(OCC)cc1 (centres undefined)
  1% | -1 | · | -7 | 9.3µM* | -8% | 9%
Cc1ccc(CSc2ncn(-c3ccccc3)n2)cc1
  0% | 36* | · | 86* | ? | -9% | -34%
CC(Oc1ccccc1)C(=O)N1CCC2(CC1)CC(=O)c1ccccc1O2 (centres undefined)
  · | · | -11% | · | ? | -2% | 75%[activator]
COc1ccccc1NC(=O)CN(Cc1ccco1)C(=O)c1cc2ccccc2o1
  -4% | -2 | -22% | 16 | -27% | · | -38%[11.4 µM]
COc1ccc(-c2nnc(SCC(=O)NNC(=O)Cc3ccccc3)n2C)cc1OC
  -1% | -2 | -2% | -4 | ? | -21% | -8%
COCCCNC(=S)NNC(=O)C(O)(c1ccccc1)c1ccccc1
  2% | -3 | -4% | -12 | -164%[1.15 µM] | -2% | -2%[2.29 µM]
CC(C)NC[C@H]1CCc2cc(CO)c([N+](=O)[O-])cc2N1
  · | · | -10%[12.8 µM] | · | -12%[12.8 µM] | -6%[33.2 µM] | ·
Cc1ccc(-n2nnnc2CNC(=O)c2ccc3c(c2)OCO3)cc1C
  -4% | -4 | 13% | 16 | 34%[activator] | -9% | -10%
CCCCN=c1scc(-c2ccc3c(c2)NC(=O)CO3)n1N=C1CCCC1
  3% | -2 | · | -13 | 9.3µM* | 0% | -20%
O=C(CSc1ccccc1)Nc1ccc(NC(=O)c2ccco2)cc1
  -3% | 17 | ? | 39 | ? | -3% | -28%
CCCCn1c(=O)[nH]c(=O)c2c1nc(-c1cc(Br)c(OCC)c(OC)c1)n2C
  -6% | -3 | ? | -7 | -18% | -3% | -11%
Cc1cccc(CC(=O)Nc2sc(C(C)C)cc2C(=O)N2CCOCC2)c1
  2% | -3 | -24% | 13 | 5% | -4% | 54%
O=C(O)CSCC(=O)N1CCN(c2nc3cc(Cl)ccc3s2)CC1
  0% | 8 | 0% | 28 | 28% | 3% | -18%
O=C(CSC1=NC(=O)C(Cc2ccccc2)C(=O)N1)NC1CCCCC1 (centres undefined)
  1% | 1 | ? | -8 | 44%[activator] | -1% | -18%
CC(Cc1ccccc1)N/C=C1/CC(=O)NC1=O (centres undefined)
  -3% | 1 | -2% | -4 | -10% | 0% | -22%
O=C1NC(c2ccccc2Br)=N/C1=C\c1ccco1
  ? | 48* | ? | 125* | 0% | -3% | -55%
Cc1c(Cl)cccc1NC(=S)NCc1ccccc1Cl
  2% | 8 | -82% | -12 | 8% | -3% | -6%
CCCCOc1ccc(C(=O)Oc2ccc(C)nc2)cc1
  6% | -2 | 12% | 29 | ? | -5% | -8%
COC(=O)c1ccc(-c2ccc(/C=N/NC(=O)CC3(C)OCCCO3)o2)cc1
  -8% | 36* | 26% | 43* | 6% | -9% | 30%
CS(=O)(=O)N(CC(=O)N1CCC(C(N)=O)CC1)c1ccc(Oc2ccccc2)cc1
  -1% | -4 | -11% | -8 | -13% | 0% | 24%
Cc1cc(C)n2nc(C(=O)Nc3c(C)nn(Cc4ccc(F)cc4)c3C)cc2n1
  3% | 0 | 0% | -28 | ? | -7% | 48%
Cc1sc2ncn(C(C)C(=O)OC3CCCCC3)c(=O)c2c1C (centres undefined)
  0% | 11 | · | 10 | -65% | -2% | 20%
N/C(=N\OC(=O)c1ccc(Cl)cc1[N+](=O)[O-])c1cccnc1
  0% | 44* | -13% | 56* | ? | -8% | 26%
O=C(OCc1nc2ccccc2[nH]1)C12CC3CC(CC(C3)C1)C2
  0% | -3 | ? | -7 | ? | -4% | -37%
COC(=O)C1=C(NC(=O)COc2ccc(Cl)cc2Cl)CCS1
  1% | -7 | 43%[activator] | -3 | -32% | -4% | -18%
CC(C)(C)NC(=S)NNC(=O)c1cccc(Br)c1
  2% | 40* | 169%[activator] | 74* | -7% | -11% | -25%
Cc1ccc2nc(-c3ccccc3)cc(C(=O)N3CC(C)OC(C)C3)c2c1 (centres undefined)
  · | · | 10µM* | · | ? | 1% | 76%[activator]
Cc1ccccc1-n1c(Cc2cccs2)n[nH]c1=S
  8.9µM* | -3 | 0% | -8 | 14% | ? | -26%
O=C(CSc1ccccc1)NCC1(N2CCCCC2)CCCCC1
  · | · | -2% | · | ? | -9% | ?
Cc1cc(NC(=O)C2CCCCC2)ccc1NC(=O)c1ccccc1Cl
  -6% | -2 | 12% | -5 | -6% | -5% | 3%
CC(=O)NC1CCCc2c1cnn2-c1ccc(C(C)(C)C)cc1 (centres undefined)
  2% | 1 | ? | 53 | ? | 12% | 136%[activator]
O=C(NC1CCCCCC1)c1ccc(Br)o1
  1% | 13 | 40%[activator] | 38 | 37%[activator] | 5% | 205%[activator]
Cc1ccc(-c2nnn(CC(=O)N(CC3CCCO3)C(C(=O)NC3CCCC3)c3ccc(F)cc3)n2)o1 (centres undefined)
  -4% | 3 | 12µM* | -12 | · | -5% | 26%
CCCC1(CCC)NC(=O)NC1=O
  7% | -3 | 9% | -16 | 27% | 4% | -14%
CSc1nc(NCCCN(C)C)c2c3c(sc2n1)CN(C)CC3
  -1% | -3 | ? | -1 | ? | · | 17%
O=C(c1cc(COc2ccc(F)cc2F)on1)N1CCOCC1
  -3% | 47* | 57%[activator] | 81* | -3% | -4% | -10%
O=c1c(N2CCOCC2)coc2ccccc12
  3% | 6 | 22% | 8 | 40%[activator] | 2% | -8%
CCOC(=O)Cc1nnc(NC(=O)C2CCCCC2)s1
  -1% | 7 | 23% | 4 | 3% | 2% | -4%
CC(C)c1ccc(NC(=O)N2CCOCC2)cc1
  -10% | 39* | 46%[activator] | 62* | 102%[activator] | 3% | -1%
O=[N+]([O-])c1ccc2c(c1)nc1n2CCN(C2CCCCC2)C1
  0% | 37* | ? | 49* | -9% | -27% | -41%
O=C(CNS(=O)(=O)c1ccccc1)Nc1ccc(F)cc1F
  1% | 2 | 0% | -6 | -15% | -21% | -4%
CCCn1c(=S)[nH]c2cc(OC)c(OC)cc2c1=O
  -2% | 1 | -17% | -4 | -18% | -26% | ·
CCc1cccc2c(=O)c(C(=O)N3CCOCC3)c[nH]c12
  -4% | -2 | 6% | 44 | ? | 10% | -13%
CCOCCCNS(=O)(=O)c1ccc(Br)cc1
  -1% | -3 | 15% | -10 | ? | -4% | -6%
O=C(CNC(=O)C1COc2ccccc2O1)N/N=C/c1ccc([N+](=O)[O-])cc1 (centres undefined)
  0% | -3 | 1% | -9 | -21% | -6% | -47%
